Assay outcomes deposited in PubChem BioAssay by several laboratories.
FLuc inh counter – inhibits firefly luciferase, flagging false hits in luciferase inhibition screens. inhibition, % at 10 µM. 200,000 compounds, 1.5% hits. ATPLite firefly luciferase biochemical luminescence, 10 min. P08659;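 active = inhibition above about 50% when tested at 10 µM, limit read from the data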
Target sequence (P08659 whole entry, looked up): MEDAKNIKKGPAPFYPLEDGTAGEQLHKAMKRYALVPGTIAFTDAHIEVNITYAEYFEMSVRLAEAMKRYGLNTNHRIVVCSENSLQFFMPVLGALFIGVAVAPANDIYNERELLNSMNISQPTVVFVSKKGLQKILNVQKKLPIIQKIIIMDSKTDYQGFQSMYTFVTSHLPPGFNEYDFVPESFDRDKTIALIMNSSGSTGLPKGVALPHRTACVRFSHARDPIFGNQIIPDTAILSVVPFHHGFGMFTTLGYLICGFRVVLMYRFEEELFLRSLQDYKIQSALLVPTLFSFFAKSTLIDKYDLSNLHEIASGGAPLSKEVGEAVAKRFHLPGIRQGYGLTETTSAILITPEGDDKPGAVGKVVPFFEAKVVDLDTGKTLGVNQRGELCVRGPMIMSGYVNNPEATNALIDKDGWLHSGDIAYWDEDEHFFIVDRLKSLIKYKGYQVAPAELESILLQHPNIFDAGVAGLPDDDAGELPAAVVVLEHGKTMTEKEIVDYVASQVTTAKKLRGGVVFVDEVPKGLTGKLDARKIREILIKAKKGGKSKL
bIAP inh – blocks bovine intestinal alkaline phosphatase activity. inhibition, % at 20 µM. purified bovine IAP, CDP-star luminescence, 30 min. 190,000 tested, under 10 active. AID 1019;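 active = over 50% inhibition of intestinal alkaline phosphatase at 20 µM in the single-dose screen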
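Assay system: bovine IAP enzyme; medium: DEA buffer 100 mM, pH 9.8, with MgCl2 1.0 mM, ZnCl2 0.02 mM; doses: 20 µM single dose; incubation: enzyme reaction for 30 min at room temperature; detection: CDP-star luminescence signal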
bIAP act – intestinal alkaline phosphatase (bovine) activation | purified bovine IAP, CDP-star luminescence, 30 min; stronger effect = higher value; fold of DMSO-control signal, blank-subtracted | AID 1016 | activation factor at 20 µM | 200,000 compounds, 0.17% hits;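 active = activation factor of 2 or more at 20 µM, a signal rise over negative controls twice the positive control's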
APP transl inh – APP translation inhibition | SH-SY5Y APP 5'UTR-luciferase reporter, luminescence | AID 1285 | 190,000 compounds, 0.82% hits | inhibition, % at 2 µM;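 active = inhibition above a set limit, derived from the sample mean plus 3 SD, cut at about 45% in these data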; also: values of inactives mirror those of a sister screen read the other way
L major viab – reduces viability of Leishmania major promastigotes | resazurin fluorescence viability | inhibition, % at 10 µM | 200,000 compounds, 9% hits | AID 1063; in the data active = inhibition above about 50%;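 also: promastigotes grown with compound for 44 hours at 28 °C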
TNAP inh hiacc – inhibitors of human TNAP at high phosphate acceptor concentration. inhibition, % at 20 µM. 200,000 compounds, 0.03% hits. AID 1135. P05186. purified TNAP, CDP-star luminescence, 1 M DEA;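 active = over 50% inhibition of tissue-nonspecific alkaline phosphatase at 20 µM in the single-dose screen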;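 also: plate controls were DMSO wells for no effect and EDTA-quenched wells as full inhibition for full effect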
Target sequence (P05186 whole entry, looked up): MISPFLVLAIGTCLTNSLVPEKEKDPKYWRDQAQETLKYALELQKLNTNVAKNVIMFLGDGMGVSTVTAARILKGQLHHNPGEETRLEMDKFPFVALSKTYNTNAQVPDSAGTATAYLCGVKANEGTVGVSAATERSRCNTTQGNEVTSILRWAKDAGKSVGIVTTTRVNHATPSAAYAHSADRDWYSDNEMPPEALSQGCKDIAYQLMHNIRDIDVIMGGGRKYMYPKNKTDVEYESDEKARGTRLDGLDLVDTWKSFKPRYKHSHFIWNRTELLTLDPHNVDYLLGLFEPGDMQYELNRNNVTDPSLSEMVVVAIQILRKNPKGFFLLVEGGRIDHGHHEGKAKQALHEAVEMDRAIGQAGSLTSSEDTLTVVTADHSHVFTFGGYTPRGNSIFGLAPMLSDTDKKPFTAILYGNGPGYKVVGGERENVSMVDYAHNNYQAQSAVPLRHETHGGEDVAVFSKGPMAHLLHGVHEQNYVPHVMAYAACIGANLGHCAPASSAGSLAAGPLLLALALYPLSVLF
FLuc stim CS – affects firefly luciferase, flagging false hits in luciferase stimulation screens; ATPlite luciferase biochemical, luminescence, 10 min; 0 = ATP-free wells, 1 = DMSO control; activation factor at 10 µM; 200,000 tested, under 10 active;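 active = luciferase activation factor, scaled between plate controls, of at least 2 with compound at 10 µM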
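Material: luciferase plus luciferin reagent, cell-free. Medium: PBS buffer for ATP. Also added: ATP substrate, dispensed from a 10.24 µM working solution in PBS. Doses: test compounds dosed from 2 mM stocks in 100% DMSO. Incubation: 10 min post-reagent at room temperature. Technique: light output (luminescence). Read-out basis: luminescence gain marking luciferase activators.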
TNAP inh no acc – blocks human TNAP activity with no phosphate acceptor present. P05186. purified TNAP, CDP-star luminescence, 30 min. inhibition, % at 20 µM. 200,000 compounds, 0.26% hits;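 active = tissue-nonspecific alkaline phosphatase inhibition above about 50% at 20 µM in the single-dose screen, limit read from the data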;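 also: 0% = DMSO negative control and 100% = EDTA positive control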
TNAP act hi DEA – increases human TNAP activity under high phosphate acceptor concentration; 200,000 tested, under 10 active; activation factor at 20 µM; purified TNAP, CDP-star luminescence, 1 M DEA, 30 min; stronger effect = higher value; 0 = EDTA background, 1 = DMSO-only activity;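 active = activation factor at least 2 at 20 µM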
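Test system – human TNAP · Doses – 20 µM single point · Incubation – 30 min, room temperature · Signal – luminescent substrate turnover signal · Read-out basis – activation factor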
RAM inhibit – inhibitors of the yeast RAM network | S. cerevisiae dse1pr::URA3 reporter, 5-FOA growth OD615, 2 d; analog-sensitive cbk1-as2 kinase mutant strain | inhibition, % at 50 µM | 190,000 compounds, 1.8% hits;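 active = inhibition above a set limit, 3 SD over mean compound inhibition, cut at about 8.4% in these data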;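 also: 0% = DMSO-only wells with no growth and 100% = 10 µM 1-NA-PP1 full growth; inhibition rescues growth on 5-FOA so higher OD means more RAM inhibition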
The depositor's hits bear a star; x = no result given.

SMILES	FLuc inh counter	bIAP inh	bIAP act	APP transl inh	L major viab	TNAP inh hiacc	FLuc stim CS	TNAP inh no acc	TNAP act hi DEA	RAM inhibit
O=C(NCc1ccco1)C1CCCN1C(=O)Nc1cccc(Cl)c1 (stereo not given)	3	0	1	-6	5	-5	1	-13	1.1	3.2
COc1ccc(OC)c(S(=O)(=O)Nc2cccc(C(C)=O)c2)c1	-3	9	0.9	-9	3	1	1	-8	1	1.4
O=C(NNc1nc2c(F)cc(F)cc2s1)C1=COCCO1	-3	-31	1.3	-2	0	-6	1	-149	1.1	1.7
O=c1c(Cc2ccc(F)cc2)c(O)ccn1CCc1cnc[nH]1	-8	3	1	-16	-1	-2	1.1	9	1	2.0
Clc1ccc(OCCSc2ncccn2)c(Br)c1	54*	20	0.8	-174	1	-7	0.5	-10	1.1	1.6
Cc1cccc(NC(=S)N(CCc2ccncc2)C(C)C)c1C	0	-1	1	-16	6	-2	1	-11	1	0.4
O=S(=O)(NC1CCCC1)c1ccc(S(=O)(=O)NC2CCCC2)cc1	-6	6	0.9	0	-1	-2	1.1	-2	1	0.3
CN(/C(=N\S(=O)(=O)c1ccccc1)C(F)(F)F)c1ccccc1	-3	1	1	-2	0	-2	1	-4	1	0.0
Cc1ccc(C(=O)NC=C(Cl)Cl)cc1	10	0	1	1	-7	-1	0.9	-3	1	1.0
Cc1cc(N2CCN(c3ccccc3)CC2)n2nnnc2n1	-10	10	0.9	1	-9	-3	1.1	-8	1	0.5
COc1ccc(S(=O)(=O)NNC(=O)c2cc3c4ccccc4n(C)c3s2)cc1	-4	6	0.9	7	-11	1	1	-4	1	5.7
COc1ccc(S(=O)(=O)N(C)CC(=O)N2CCN(c3ccc(F)cc3)CC2)cc1OC	-3	0	1	8	-6	0	1	-2	1	-0.8
N#CCCn1cc(C(=O)Nc2ccc([N+](=O)[O-])cc2)c(-c2cccs2)n1	-10	5	1	11	-2	0	1.1	-3	1	4.1
NC(=O)c1csc(-c2ccncc2)n1	-11	15	0.9	2	-8	-5	1.1	1	1.1	2.6
O=C(O)c1cccc(N/N=C/c2ccc(-c3ccccc3)cc2)c1	50	9	0.9	-68	-11	-2	0.5	-11	1	0.3
CC(C)Nc1nc(C#N)nc(NC(C)C)n1	-4	1	1	-6	8	-8	1	-9	1.1	0.2
CC1(C)S/C(=N/N=C/c2cccs2)NC1=O	-6	5	0.9	-8	-8	-6	1.1	1	1.1	0.1
Nc1nc(-c2ccc(Cl)cc2)nn1C(=O)c1ccco1	-4	2	1	6	-6	-4	1	24	1	1.3
Nc1nc(-c2ccco2)nn1C(=O)c1ccccc1Cl	-2	4	1	8	-3	1	1	1	1	2.8
CS(=O)(=O)Nc1ccc(OCc2ccccc2)cc1	6	8	0.9	-38	-5	-8	0.9	-12	1.1	1.5
CCCC/C(O)=C1\C(=O)CC(C)(C)CC1=NCCCCCC(=O)O	0	-1	1	-2	14	1	1	-5	1	1.7
CC(C)CN(C(=O)COC(=O)c1ccc([N+](=O)[O-])o1)C1CCS(=O)(=O)C1 (stereo not given)	-4	33	0.7	7	0	-1	1	-15	1	0.5
CCN(CC)C(=O)c1ccc(S(=O)(=O)N2CCC(c3nc4ccccc4s3)CC2)cc1	-4	2	1	-27	-11	4	1	-2	1	4.4
COc1cc(C2CC(=O)c3cnc(NC(=O)COc4ccccc4)nc3C2)cc(OC)c1OC (stereo not given)	-3	0	1	-9	2	-9	1	-12	1.1	3.9
Cc1cc(C)cc(NC(=O)CN(C)S(=O)(=O)c2cccc3nsnc23)c1	5	10	0.9	1	15	1	0.9	-4	1	2.7
CCc1ccccc1NC(=O)c1ccc(NCCc2ccccc2)c([N+](=O)[O-])c1	2	x	0.4	0	67*	9	1	0	0.9	3.4
COc1ccc(-c2ccc(/C=C3/C(=N)N4C=CSC4=NC3=O)o2)c([N+](=O)[O-])c1	1	3	1	4	0	23	1	6	0.8	0.4
CCC(=O)NC(=S)Nc1ccc(NC(=O)c2ccc(C)c([N+](=O)[O-])c2)cc1	0	41	0.6	14	4	5	1	-1	0.9	4.0
CC(C)Sc1cc(N2CCCC2)nc(-c2ccccc2)n1	-7	22	0.8	-5	10	-6	1.1	-10	1.1	0.8
Cc1ccc(NC(=S)N(CCCN2CCOCC2)Cc2ccccn2)cc1Cl	-3	-3	1	13	4	0	1	-6	1	0.4
O=C(c1ccco1)N1CCN(C(=O)c2cc3sccc3n2Cc2ccccc2)CC1	-8	-5	1	-13	32	-7	1.1	-14	1.1	3.1
CC(=O)O[C@@H]1[C@@]2(C)O[C@H]2CC[C@]23O[C@H]2[C@H](OC3=O)C2=C(C)C(=O)O[C@@]21O	-5	3	1	-6	-5	1	1	-5	1	0.7
COc1ccc(NC(=O)N2CCC(n3cnc4ccccc43)CC2)cc1	-3	-3	1	-1	1	-8	1	-8	1.1	5.1
CCc1ccc(CCC(=O)Nc2ccc(OC)cc2)o1	-2	8	0.9	0	-1	-2	1	-6	1	0.6
CC(=O)n1cc([C@H]2C=C(C(=O)N3CCN(Cc4ccc5c(c4)OCO5)CC3)O[C@@H](OCc3ccc(CO)cc3)C2)c2ccccc21	-5	3	1	17	76*	-8	1	-10	1.1	0.8
COc1cc2ccccc2cc1C(=O)N1CCN(C)CC1	-3	-2	1	3	2	-8	1	-7	1.1	1.0
COc1cc(CCC(=O)OCC(=O)Nc2cccc(S(=O)(=O)N(C)C)c2)cc(OC)c1OC	-3	3	1	14	-4	-1	1	-22	1	1.9
Nc1cnccc1C(=O)O	0	-1	1	-10	-7	-3	1	-8	1	0.2
COc1ccc(N2C(=O)C(Cl)=C(NCc3ccccc3)C2=O)cc1	-6	11	0.9	5	-1	-5	1.1	-5	1	6.8
O=C(NCCCN1CCCC1=O)c1ccc(OCc2ccccc2)cc1	-3	-12	1.1	x	-6	-2	1	-5	1	0.7
O=C(N/C(=C\c1ccco1)C(=O)N1CCCC1)c1cccs1	-4	2	1	-7	-3	3	1	-10	1	1.3
CCc1cc2c(CN3CCN(CC)CC3)cc(=O)oc2cc1O	-6	-15	1.2	26	14	-12	1.1	-19	1.1	0.4
O=c1c(-c2ccc(Cl)cc2)cnc2n1CCS2	0	-18	1.2	-39	-5	-5	1	-11	1.1	0.2
CCCCCc1nnc(NC(=O)Cc2ccc([N+](=O)[O-])cc2)s1	0	3	1	-10	-3	-2	1	-4	1	1.8
Oc1ccc(C=Nc2ccc3ncccc3c2)c(O)c1	4	-4	1	-54	93*	13	1	8	0.9	1.4
Cc1nc(N2CCCCC2)sc1C(=O)c1cccc([N+](=O)[O-])c1	-4	5	0.9	-39	2	0	1	-25	1	1.0
CCOC(=O)c1sc2nc(CSc3ccccc3)[nH]c(=O)c2c1C	0	-13	1.1	-16	14	-6	1	-6	1.1	2.3
O=C(NC1CC1)C1=C[C@H](C2CC2)C[C@H](OCCCCO)O1	6	0	1	4	1	2	0.9	-1	1	0.5
CCOC(=O)N1CCN(c2nc(-c3cccs3)cc(C(F)(F)F)n2)CC1	-3	2	1	-4	-6	1	1	-2	1	7.7
Cc1nc([N+](=O)[O-])c(N2CCN(Cc3ccccc3)CC2)n1Cc1ccccc1	-9	9	0.9	0	27	-3	1.1	-9	1	0.3
COCCNC(=O)c1ccc(N(C)S(=O)(=O)c2ccc(OC)c(OC)c2)cc1	-2	-28	1.3	-8	-1	-2	1	-11	1	1.2
CCc1c(C)sc(NC(=O)C2CC2c2ccccc2)c1C(N)=O (stereo not given)	-1	15	0.9	-4	21	1	1	-6	1	5.0
N#C/C(=N\Nc1cccc(Cl)c1)C(=O)c1ccccc1	-10	9	0.9	1	-6	0	1.1	4	1	6.8
Cc1cccc(Sc2c([N+](=O)[O-])ncn2C)c1	52*	1	1	-3	93*	-4	0.5	-7	1	1.2
Cc1ccc(C)c(NS(=O)(=O)c2ccc3[nH]c(=O)oc3c2)c1	-1	-6	1.1	-9	2	1	1	41	1	3.0
Cc1cc(-c2nn(-c3ccccc3F)cc2CNCCc2cnccn2)c(C)s1	-2	-5	1.1	-16	16	-2	1	-8	1	0.8
CCc1cc(N2CCOCC2)cc2c1[nH]c1ccccc12	-6	22	0.8	7	7	-7	1.1	-20	1.1	1.4
Clc1ccc2c(c1)c1cc(Cl)ccc1n2CN1CCOCC1	-1	39	0.6	7	0	-4	1	-3	1	-0.4
CCC(=O)NC1(C(F)(F)F)C(=O)Nc2c1c(=O)n(C)c(=O)n2C (stereo not given)	-2	4	1	-5	-5	-7	1	-11	1.1	0.6
Cc1ccc(N(C(=O)CS(=O)CC(=O)Nc2ccc(F)cc2)C(C(=O)NC2CCCCC2)c2ccco2)cc1 (stereo not given)	-2	2	1	2	7	-2	1	7	1	1.5

Reprinted at random: 5 compounds from above, in no set order.
SMILES	FLuc inh counter	bIAP inh	bIAP act	APP transl inh	L major viab	TNAP inh hiacc	FLuc stim CS	TNAP inh no acc	TNAP act hi DEA	RAM inhibit
CCC(=O)NC1(C(F)(F)F)C(=O)Nc2c1c(=O)n(C)c(=O)n2C (stereo not given)	-2	4	1	-5	-5	-7	1	-11	1.1	0.6
Cc1ccc(C)c(NS(=O)(=O)c2ccc3[nH]c(=O)oc3c2)c1	-1	-6	1.1	-9	2	1	1	41	1	3.0
O=C(NC1CC1)C1=C[C@H](C2CC2)C[C@H](OCCCCO)O1	6	0	1	4	1	2	0.9	-1	1	0.5
CCc1cc(N2CCOCC2)cc2c1[nH]c1ccccc12	-6	22	0.8	7	7	-7	1.1	-20	1.1	1.4
COCCNC(=O)c1ccc(N(C)S(=O)(=O)c2ccc(OC)c(OC)c2)cc1	-2	-28	1.3	-8	-1	-2	1	-11	1	1.2

New compounds follow.
SMILES	FLuc inh counter	bIAP inh	bIAP act	APP transl inh	L major viab	TNAP inh hiacc	FLuc stim CS	TNAP inh no acc	TNAP act hi DEA	RAM inhibit
Cc1cc(C(F)F)n2ncc(C(=O)NCCc3ccc(Cl)cc3)c2n1	-6	4	1	6	-3	-8	1.1	-14	1.1	0.0
O=C(NCCN1CCOCC1)c1cc(Sc2cccc(Cl)c2)nc2ccccc12	-3	14	0.9	-22	1	4	1	1	1	-1.1
O=C(Nc1ccccc1)/C(=C/c1ccc2c(c1)OCO2)NC(=O)c1ccco1	4	11	0.9	11	1	6	1	-4	0.9	6.8
CCOC(=O)C1=C(N)Oc2ccc3ccccc3c2C1c1cccnc1 (stereo not given)	-5	0	1	-4	98*	2	1.1	-3	1	0.5
COCCCN=C1NN=C(c2cc(C)n(Cc3ccco3)c2C)CS1	70*	10	0.9	94*	95*	-3	0.3	-5	1	0.6
CC1(C(=O)NCCN2CCOCC2)C=CCN1C(=O)c1ccccc1 (stereo not given)	-7	16	0.8	-11	-2	0	1.1	-6	1	2.9
CCNS(=O)(=O)c1ccc(OC)c(C)c1	-5	6	0.9	-4	-1	-1	1	-7	1	0.0
Cc1nnc(SCC(=O)c2c(N)n(C)c(=O)n(C)c2=O)[nH]c1=O	-6	2	1	x	x	-5	1.1	-14	1	x
Cc1noc(NS(=O)(=O)c2ccc(NC(=O)C34CC5CC(C3)CC(n3cnc(Cl)n3)(C5)C4)cc2)c1C	-2	-10	1.1	-18	-7	-6	1	-6	1.1	0.6
